# Glioma ERSR ind: induces the endoplasmic reticulum stress response in human glioma cells; AID 602332; U87-MG GRP78 promoter luciferase reporter, 16 h; Potency, µM, inactives show top-dose activation, actives largely listed as activators; 0.02% of 420,000 active; further: potency means the concentration at half of the fitted maximal effect; series mostly up to about 76 µM; % of control where 0% means no effect; nearly all actives have a fitted effect of over 35% in size
#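 ERSR induction read as luciferase luminescence (Bright-Glo, 10 min at room temperature) in stably transfected human U87-MG glioma cells exposed to compounds for 16 h, using GRP78 as sensor.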
# D2 PAM: positive allosteric modulators of human D2 dopamine receptor; P14416; HEK293 T-REx D2, calcium flux, EC20 dopamine potentiation; potentiation, % at 10 µM; 0.34% of 340,000 active;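 active means potentiation over 3 SD above the plate norm, cut at about 30% in these data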; further: 0% is about no effect
# Target sequence (P14416 whole entry, looked up): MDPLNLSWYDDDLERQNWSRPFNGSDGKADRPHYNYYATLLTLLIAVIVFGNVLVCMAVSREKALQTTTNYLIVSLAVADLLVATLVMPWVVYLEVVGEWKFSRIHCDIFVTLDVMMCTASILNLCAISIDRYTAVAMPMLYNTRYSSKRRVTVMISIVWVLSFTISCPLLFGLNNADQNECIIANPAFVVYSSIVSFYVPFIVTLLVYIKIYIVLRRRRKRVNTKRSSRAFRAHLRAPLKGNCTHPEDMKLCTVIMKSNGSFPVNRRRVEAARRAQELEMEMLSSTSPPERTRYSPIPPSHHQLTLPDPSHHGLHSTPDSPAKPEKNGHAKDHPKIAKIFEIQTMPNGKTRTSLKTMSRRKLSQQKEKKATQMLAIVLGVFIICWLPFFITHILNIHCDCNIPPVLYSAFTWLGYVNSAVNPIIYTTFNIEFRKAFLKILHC
#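 Cells plated with tetracycline inducer and held overnight at 30 C; calcium dye loaded 30–90 min at room temperature; baseline taken, compound added and read 180 s; EC20 dopamine then added and read 180 s.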
# Vif-APOBEC3G blk: inhibitors of Vif-APOBEC3G interaction. HeLa A3G-eYFP + Vif (tagged APOBEC3G with the HIV-1 protein that degrades it), YFP fluorescence, overnight. Potency, µM (series often up to 46.1 µM), without a hit: at the top dose activity, negative = active, actives largely listed as inhibitors. 0.076% of 410,000 active. AID 602310;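 further: potency means the concentration at half of the fitted maximal effect; on the % scale 0 is the no-effect control and ±100 the full control effect; nearly all actives have a fitted effect of over 60% in size; hits raise eYFP signal because A3G escapes Vif-driven loss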
# Target sequence (Q9HC16 whole entry, looked up): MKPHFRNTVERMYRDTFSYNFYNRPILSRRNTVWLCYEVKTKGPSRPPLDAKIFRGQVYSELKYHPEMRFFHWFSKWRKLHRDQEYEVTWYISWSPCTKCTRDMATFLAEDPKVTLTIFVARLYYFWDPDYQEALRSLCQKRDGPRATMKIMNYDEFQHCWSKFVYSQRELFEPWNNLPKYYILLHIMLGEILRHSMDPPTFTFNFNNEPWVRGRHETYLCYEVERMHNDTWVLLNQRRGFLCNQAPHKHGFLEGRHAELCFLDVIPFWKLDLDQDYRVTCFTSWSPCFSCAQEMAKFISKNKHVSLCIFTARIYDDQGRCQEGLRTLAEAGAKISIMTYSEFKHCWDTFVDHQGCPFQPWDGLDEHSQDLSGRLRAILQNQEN
#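 Read-out is eYFP fluorescence (Ex 488/Em 500-530) from Vif-expressing HeLa A3G-eYFP cells; more signal means A3G escaped Vif-mediated degradation. Cells plated overnight, compound pinned in, incubated overnight at 37 deg C.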
# D1 agonist: agonists of human D1 dopamine receptor | P21728 | HEK293 T-REx D1 cells, calcium flux, agonist mode | activation, % at 2 µM | 1% of 360,000 active; in the data active means activation above about 30%; further: 0% is about no effect
#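 Inducible HEK293 T-REx D1 cells, force-coupled to calcium signalling, were plated at 4000 cells/well with tetracycline and held overnight at 30 C. After no-wash calcium dye loading, compound-evoked calcium rise over 180 s flagged agonists.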
# Vif-A3F inh: inhibitors of Vif-A3F interaction | 0.2% of 390,000 active | HeLa A3F-eYFP + Vif (tagged APOBEC3F with the HIV-1 protein that degrades it), YFP fluorescence increase | AID 602313 | Potency, µM (doses to about 46.1 µM), inactives show top-dose activity, negative = active; further: potency means the concentration at half of the fitted maximal effect; % of control where 0% means no effect; nearly all actives have a fitted effect of over 65% in size
#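 Fluorescence increase (Ex 488/Em 500-530) after overnight compound treatment at 37 deg C flags inhibition of Vif-driven A3F-eYFP loss in stable HeLa A3F-eYFP/Vif cells seeded overnight beforehand.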
# LDHA block: LDHA (human) enzyme inhibition; 0.15% of 480,000 active; purified LDHA, NADH/diaphorase-resazurin fluorescence; stronger effect = lower value; P00338; activity change, % (values are at about 110 or 230 µM); AID 1347041; in the data active means activity change below about -30%; inconclusive means mostly about -25% to -30%;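 further: plate controls were DMSO wells for no effect and wells without enzyme for full effect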
#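 Enzyme activity of human lactate dehydrogenase 5 (2 nM; 0.06 mM NADH, 0.2 mM pyruvate, 5 min, RT) is measured via a resazurin/diaphorase fluorescence readout of residual NADH.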
# D1 PAM: enhances dopamine response at the human D1 receptor | 0.036% of 360,000 active | potentiation, % at 10 µM | AID 504651 | HEK293 TREx D1 cells, calcium flux, dopamine EC20 potentiation; in the data active means potentiation above about 30%; further: 0% is about no effect
# RXFP1 ag: agonists of human relaxin receptor RXFP1. Q9HBX9. Potency, µM (top dose mostly 57.5 µM), inactives show at the highest dose activation, usual class: activators. 0.3% of 370,000 active. AID 2676. HEK293T-RXFP1 cAMP TR-FRET, 30 min; response scale: percent of porcine relaxin response, buffer zero; further: potency means the concentration at half of the fitted maximal effect; on the % scale 0 is the no-effect control and ±100 the full control effect; nearly all actives have a fitted effect of over 60% in size; many of its hits are not listed in these tables
#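 Agonist response is measured as cAMP accumulation in an RXFP1-transfected HEK293T line under PDE4 inhibition. Values are scaled between buffer-only and 29 nM porcine relaxin, and EC50s come from standard Hill equation fits.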
# D1 antag: antagonists of human D1 dopamine receptor; P21728; HEK293 TREx D1 cells, calcium flux, dopamine EC80; stronger effect = lower value; activity change, negative = inhibition, % at 10 µM; 3.2% of 360,000 active; in the data active means activity change below about -30%; further: on the % scale 0 is the no-effect control and ±100 the full control effect
#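 After overnight tetracycline induction at 30 C, force-coupled D1 HEK293 cells took up a no-wash calcium dye at room temperature. Compounds were added and monitored 180 s, and the response to EC80 dopamine was then recorded.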
# The depositor's hits bear a star; ? = inconclusive; · = no result given; & = joins results of further samples. Unless noted, the call rests on the fitted dose curve; in most records, active means well fitted curve in the direction sought with a large enough effect; inconclusive means small, poorly fitted or top-dose-only effect, or another doubt; inactive means no such curve, though single readings can be large; an effect the other way counts as inactive or inconclusive. Some of the compounds tested; count on the stated rates, not on these rows.
SMILES,Glioma ERSR ind,D2 PAM,Vif-APOBEC3G blk,D1 agonist,Vif-A3F inh,LDHA block,D1 PAM,RXFP1 ag,D1 antag
CCC(C)NCCOCCOc1ccc(Cl)cc1Br (centres undefined),-2.6%,·,0.1%,14.1,8.1%,-9.8,-2.9,1.2%,-27.2
COc1cc(C)ccc1OCc1cc(C(=O)N2CCCCCC2)no1,2.8%,-2.3,3.2%,1.4,3.7%,1.4,4.0,-0.9%,3.2
CCOC(=O)c1ccccc1Oc1c(F)c(F)nc(NCCO)c1F,-3.0%,19.0,-3.9%,9.7,-1.7%,-0.3,-0.5,-0.5%,-2.2
NC(=O)Cc1nc2scc(-c3ccccc3)c2c(=O)[nH]1,-6.1%,9.7,-0.3%,1.0,12.3%,2.9,3.9,5.1%,-0.1
COc1ccc(NC(=O)C2CCCN(S(=O)(=O)c3cccc4cccnc34)C2)cc1 (centres undefined),-3.5%,-3.0,2.2%,2.1,2.8%,3.9,-2.1,4.5%,-14.9
Cc1ccc(C(=O)Oc2cc(N)n(S(=O)(=O)c3ccc(C)cc3)n2)cc1,-10.7%,5.2,5.7%,1.4,1.1%,1.3,3.9,2.2%,2.2
CCN(Cc1nc2ccccc2n1C)c1ccccc1,0.6%,-0.4,-6.0%,1.9,13.1%,0.8,4.7,-2.3%,8.0
COc1ccc(/C=N/Nc2cc(OC)ncn2)cc1,-12.0%,-4.9,-9.0%,2.2,-6.7%,-4.5,1.4,-0.5%,-4.5
COc1ccc(S(=O)(=O)N2CCC(C(=O)NCCOc3ccccc3F)CC2)cc1OC,1.3%,-11.6,-1.5%,2.6,-5.5%,-2.3,-6.3,-1.5%,0.2
CCOc1ccc(S(=O)(=O)N2CCN(c3ccccc3OC)CC2)c2cccnc12,-1.9%,11.6,3.9%,4.4,-1.1%,5.7,1.5,1.7%,29.6
CCOC(=O)N1CCN(C(=O)c2cn(CC(C)C)c(=O)c3c2c2ccccc2n3C)CC1,-4.2%,0.7,-7.0%,1.8,-8.4%,-3.6,-1.5,-2.7%,4.3
O=C(NCCN1CCOCC1)c1ccccc1-c1ccccc1,-3.2%,-4.8,0.1%,-1.2,-2.2%,0.6,2.3,0.3%,6.8
C=CCN(C(=O)c1ccc2c(c1)nnn2C)c1ccccc1,-1.5%,-3.9,3.6%,1.3,1.7%,-7.6,-0.3,1.0%,9.8
CCNC(=S)N1CCc2ccccc2C1,0.2%,-7.7,0.4%,1.1,8.9%,-2.1,-6.5,0.0%,0.8
C/C(=N\NC(=O)CNC(=O)C1COc2ccccc2O1)c1ccc(Cl)cc1 (centres undefined),-0.9%,-2.2,-0.4%,2.9,1.7%,-4.0,1.6,-2.6%,-10.0
CCC1=NN2C(=N)/C(=C/c3c(C)nn(-c4ccccc4)c3Cl)C(=O)N=C2S1,-1.5%,-0.3,-5.0%,-0.2,-12.9%,13.5,-3.5,2.1%,-4.8
C=CCC1(CC=C)CC(Cc2cnccn2)N(C(=O)OC(C)(C)C)C1 (centres undefined),-3.8%,·,0.4%,·,-13.3%,-0.9,·,·,·
Cc1cc(C)c(NC(=O)c2sc3nc(C)cc(C)c3c2NC(=O)c2ccccc2)c(C)c1,-4.2%,-7.2,5.7%,-1.0,4.7%,-9.4,-0.4,-0.3%,4.6
CCOC(=O)c1sc(=NC(=O)CCS(=O)(=O)c2ccccc2)n(C)c1C,-2.1%,-2.7,-0.3%,-0.2,2.2%,-6.5,-7.1,6.1%,-0.4
CC(C)(C)SCCNS(=O)(=O)c1ccc(Cl)cc1,-1.3%,-3.2,1.1%,-0.1,-2.0%,1.5,-4.3,2.8%,-8.0
CCCS(=O)(=O)NCCc1cc2c(OC)ccc(OC)c2[nH]c1=O,-2.7%,-13.1,-1.8%,0.9,1.8%,2.9,-4.0,2.4%,10.8
CCOC(=O)c1nn(-c2ccc(C)cc2)c(=O)cc1OCC(=O)Nc1ccc(OC)cc1,-2.2%,-3.2,-7.1%,3.6,2.3%,-13.2,-1.7,1.9%,-28.4
O=C(CSc1ccccc1)NCCc1ccc(F)cc1,6.6%,-11.2,0.1%,1.2,0.7%,0.8,-17.1,-1.2%,-21.4
Cc1ccc(C)c(NC(=S)N2C3CCCC2CC(NC(=O)C2CC2)C3)c1 (centres undefined),-3.5%,·,3.1%,1.2,-0.6%,-11.9,-2.1,2.7%,-7.0
CC(=O)c1c(C)oc2c1C(=O)c1ccccc1C2=O,2.3%,-21.0,-15.0%,0.8,3.7%,23.7,-2.0,0.5%,1.3

# The list goes on, overlapping the part above by two compounds.
SMILES,Glioma ERSR ind,D2 PAM,Vif-APOBEC3G blk,D1 agonist,Vif-A3F inh,LDHA block,D1 PAM,RXFP1 ag,D1 antag
Cc1ccc(C)c(NC(=S)N2C3CCCC2CC(NC(=O)C2CC2)C3)c1 (centres undefined),-3.5%,·,3.1%,1.2,-0.6%,-11.9,-2.1,2.7%,-7.0
CC(=O)c1c(C)oc2c1C(=O)c1ccccc1C2=O,2.3%,-21.0,-15.0%,0.8,3.7%,23.7,-2.0,0.5%,1.3
Fc1ccc(-c2nc3ccccc3c3nc4ccccc4n23)cc1,-3.5%,14.3,-13.4%,-0.9,-8.2%,-1.2,-2.4,1.3%,14.6
O=C(O)C1CSC2c3ccccc3C(=O)N12 (centres undefined),-1.5%,·,-2.4%,-0.6,-2.2%,-5.1,4.6,-0.4%,-17.5
CCCCn1c(N)c(N(CCC(C)C)C(=O)COC(=O)c2ccc3ccccc3c2)c(=O)[nH]c1=O,-0.7%,-2.4,-4.0%,5.9,?,-11.5,0.5,0.5%,11.1
CCOC(=O)c1sc2nc(C)nc(SCC(=O)N(CC)C3CCS(=O)(=O)C3)c2c1C (centres undefined),-4.4%,8.6,-0.8%,8.5,-10.3%,2.5,7.3,8.1%,-9.2
O=C1CC(c2ccc(F)cc2)CC2=C1C(c1ccc([N+](=O)[O-])o1)Nc1ccccc1N2 (centres undefined),-1.6%,16.0,1.7%,0.3,5.3%,-14.8,-10.2,0.2%,-1.2
COc1ccc(-n2nc(C(=O)NCC(=O)N3CCN(Cc4ccccc4)CC3)c3ccccc3c2=O)cc1OC,0.1%,23.4,0.3%,-2.1,5.5%,-5.2,12.4,-1.1%,3.0
Cn1c(Cn2c(=O)sc3ccccc32)nnc1SCC(=O)Nc1ccccc1,-0.4%,-10.7,1.1%,0.6,-2.8%,-7.6,3.4,-2.7%,-1.6
CCc1ccc(CNC(=O)Cc2ccc(NC(=O)C3=C(C)OCCS3)cc2)cc1,2.1%,8.3,?,1.4,-6.1%,-5.4,-7.5,-0.3%,14.7
CC1CCc2c(sc3nc(CSc4nnnn4C)[nH]c(=O)c23)C1 (centres undefined),7.4%,12.2,-4.1%,0.5,-22.9%,-3.3,-3.0,4.7%,21.1
Nc1c(C(=O)N2CCCCC2)sc2nc3c(cc12)CCCC3,-3.8%,-4.7,-4.3%,-1.9,-1.2%,0.2,6.2,11.7%,19.7
CC(C)C(NC(=O)OCc1ccccc1)C(=O)NC1CCCCC1 (centres undefined),-2.2%,-3.4,-12.9%,4.1,-2.8%,-8.8,1.2,1.8%,-3.1
Cc1ccc(CNC(=O)CCCCCn2c(=O)[nH]c3ccccc3c2=O)cc1,-3.3%,8.4,3.3%,1.2,-5.9%,-1.2,-2.3,4.0%,1.2
COc1cccc(N2CCN(C(=O)c3ccc(=O)oc3)CC2C)c1 (centres undefined),-3.8%,5.4,2.0%,4.1,-6.1%,0.2,-1.1,-0.3%,15.0
Cc1cc(Cl)ccc1OCC(=O)N1CCC(c2nc3ccccc3s2)CC1,-2.9%,3.9,0.1%,14.0,-2.5%,1.8,0.6,2.0%,-14.9
COc1cc(C)nc(Oc2ccc(OCCOc3ccc(C)cc3)nn2)n1,1.6%,5.2,-5.4%,8.1,-1.4%,-3.1,-9.3,-1.0%,-7.9
Cc1cc(NC(=O)c2cc3cc([N+](=O)[O-])ccc3s2)no1,-3.0%,·,1.4%,·,0.0%,-10.6,·,·,·
N#Cc1ccc(OCC(=O)OCC(=O)NC2CC2)cc1,-4.6%,·,1.3%,·,-6.0%,-9.7,·,·,·
O=C(Nc1ccc(Br)cc1Cl)c1cnccn1,3.1%,-4.4,-18.0%,-1.0,-1.5%,-3.2,1.9,0.6%,-12.5
COC(=O)c1cc2oc3ccccc3c2n1Cc1ccc(C)cc1,·,5.8,·,8.0,·,-6.6,4.5,0.0%,14.0
Cc1c(NC(=O)C2(c3ccccc3)CCOCC2)c(=O)n(-c2ccccc2)n1C,-3.3%,5.7,1.8%,3.0,-0.8%,2.1,-2.7,1.0%,-4.0
O=C(O)C1=C[C@@H](C2CCCCC2)C[C@@H](OCCCCO)O1,-0.7%,2.7,-22.1%,-2.3,2.7%,1.4,-2.5,0.1%,-19.8
COc1cc(C2CC(=O)c3c([nH]c(C(=O)OCCOC(C)C)c3C)C2)cc(OC)c1OC (centres undefined),-6.7%,10.9,-9.5%,0.0,-5.6%,4.0,-0.7,2.4%,-6.7
CC1=C(C)CC(C(=O)NNC(=O)c2csc3c2CCC(C(C)(C)C)C3)C(C(=O)O)C1 (centres undefined),-1.8%,-2.5,2.5%,2.1,4.5%,-7.1,-1.9,0.3%,4.0
Cc1ccc(Cn2ccc(NC(=O)c3cc(-c4ccco4)on3)n2)cc1,-2.7%,-10.9,0.5%,1.3,-8.3%,-1.8,2.9,0.9%,-4.0
C[N+](C)(C)C/C=C1/COCO1,-5.3%,-1.9,0.7%,10.2,1.4%,-8.9&0.6,4.1,1.5%,2.2
Cc1cc(NC(=O)CCC(=O)N(c2cccnc2)C(C(=O)NC2CCCC2)c2ccccc2)no1 (centres undefined),-5.4%,-1.6,-7.5%,-1.0,-6.4%,-5.8,-4.2,1.2%,20.7
COc1cc2cc(CN(Cc3cccs3)C(=S)Nc3ccccc3)c(=O)[nH]c2cc1OC,-1.7%,5.6,-5.3%,1.2,3.6%,-6.4,-4.7,2.0%,-1.2
